# From PubChem
# ELG1 DNA repair: blocks ELG1-dependent DNA repair in HEK293T cells; HEK293T ELG1-luciferase reporter, luminescence, 16 h; DNA damage induced by 5-fluorouridine; Potency, µM (series often up to 46.1 µM), inactives show at the top dose activity change, negative = inhibition, most hits filed as inhibitors; hit rate 2.3% among 330,000; AID 504467; note: potency is the fitted concentration of half-maximal effect; % is set by controls: 0 for no effect and ±100 for the full control effect; nearly all actives have a fitted effect of over 55% in size
#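 Reporter activity after DNA damage by 5-fluorouridine is monitored. Compound-treated cells incubate 16 hr at 37 °C, then ONE-Glo is added for 30 min before luminescence reading.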
# Eya2 inh: Eya2 (human) phosphatase inhibition | hit rate 0.006% among 330,000 | O00167 | Potency, µM (top dose mostly 76.9 µM), without a hit: at the top dose activity, negative = inhibition, actives largely listed as inhibitors | recombinant Eya2, OMFP fluorescence dephosphorylation (OMFP is methylfluorescein phosphate) | AID 488837; note: potency is the fitted concentration of half-maximal effect; % is set by controls: 0 for no effect and ±100 for the full control effect
#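 Eya2 protein (added as 0.2 uM solution) was preincubated with compound for 10 min at ambient temperature in 50 mM HEPES pH 7.5, 50 mM NaCl, 5 uM MgCl2, 0.05% BSA, 1 mM DTT. OMFP (added at 50 uM) then reacted 10 min; fluorescence read at 485/525 nm.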
# TRPV1 agonist: human TRPV1 agonism; TRPV1-expressing cells, Fluo-8 calcium influx, agonist mode; Q8NER1; hit rate 0.19% among 320,000; activation, % at 8.33 µM; in the data active = activation above about 80%; inconclusive = between about 30% and that limit; note: 0% is about no effect
#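 Cells expressing TRPV1 were dye-loaded with Fluo-8 and read kinetically: 10 s baseline, 3 min after compound (agonist portion), then 2 min after EC20 capsaicin (allosteric enhancer portion). Calcium-bound dye fluorescence at 480/520 nm.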
# KCNH2 3.1 inh: blocks the human KCNH2 3.1 channel isoform; U2OS KCNH2 3.1, thallium flux FluxOr; active compounds read low; activity change, % (tested at about 1.8 µM); hit rate 0.95% among 340,000; AID 720553;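 active = maximum activity change below -70%; inconclusive = maximum activity change from -70% to -50%; inactive = maximum activity change above -50%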;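 note: thallium influx rate constant from kinetic fluorescence after stimulation buffer; % is set by controls: 0 for no effect and ±100 for the full control effect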
#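 FluxOr-based Tl+ influx in U2OS cells transduced with KCNH2 3.1 virus; rate constants normalized to DMSO controls.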
# USP2a inh: blocks human ubiquitin-specific protease USP2a; Potency, µM (top dose mostly 38.3 µM), inactives show at the top dose activity change, negative = inhibition, most hits filed as inhibitors; O75604; USP2 core, Ub-CHOP2 coupled fluorogenic reporter, 485/531; AID 463254; hit rate 0.01% among 330,000;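 note: potency is the fitted concentration of half-maximal effect; plate controls were DMSO wells for no effect and full inhibition by NEM control for full effect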
#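 USP2 core (10nM final) preincubated 30min RT with compound in 20mM Tris-HCl pH 8.0, 2mM CaCl2, 2mM beta-mercaptoethanol, 0.05% CHAPS; 25nM Ub-CHOP2 plus 25nM reporter substrate added, fluorescence (Ex485/Em531) read after 60min.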
# TSHR antag: blocks TSH signaling through the human TSH receptor; TSHR-expressing cells, TSH-stimulated cAMP HTRF, 2 h; active compounds read low; activity change, negative = inhibition, % at 11.5 µM; hit rate 0.2% among 330,000; AID 504810;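 active = activity change below a set negative limit, meaning inhibition stronger than a set level, cut at about -70% in these data; inconclusive = activity change between two set negative limits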; note: % is set by controls: 0 for no effect and ±100 for the full control effect
#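 Cell-based HTRF cAMP assay; TSHR cells + compound, TSH EC80 (4nM final), 2 h, 37 deg C. Lysis with anti-cAMP cryptate and cAMP-d2, 30 min RT, read 665/620 nm.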
# hERG WT inh: KCNH2 (human, wildtype) channel inhibition; hit rate 0.37% among 340,000; Q12809; activity change, % at 1.84 µM; U2OS, BacMam KCNH2, thallium flux FluxOr; active compounds read low;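 active = maximum activity change below -70%; inconclusive = maximum activity change between -70% and -50%; inactive = maximum activity change above -50%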; note: % is set by controls: 0 for no effect and ±100 for the full control effect
# Target sequence (Q12809 whole entry, looked up): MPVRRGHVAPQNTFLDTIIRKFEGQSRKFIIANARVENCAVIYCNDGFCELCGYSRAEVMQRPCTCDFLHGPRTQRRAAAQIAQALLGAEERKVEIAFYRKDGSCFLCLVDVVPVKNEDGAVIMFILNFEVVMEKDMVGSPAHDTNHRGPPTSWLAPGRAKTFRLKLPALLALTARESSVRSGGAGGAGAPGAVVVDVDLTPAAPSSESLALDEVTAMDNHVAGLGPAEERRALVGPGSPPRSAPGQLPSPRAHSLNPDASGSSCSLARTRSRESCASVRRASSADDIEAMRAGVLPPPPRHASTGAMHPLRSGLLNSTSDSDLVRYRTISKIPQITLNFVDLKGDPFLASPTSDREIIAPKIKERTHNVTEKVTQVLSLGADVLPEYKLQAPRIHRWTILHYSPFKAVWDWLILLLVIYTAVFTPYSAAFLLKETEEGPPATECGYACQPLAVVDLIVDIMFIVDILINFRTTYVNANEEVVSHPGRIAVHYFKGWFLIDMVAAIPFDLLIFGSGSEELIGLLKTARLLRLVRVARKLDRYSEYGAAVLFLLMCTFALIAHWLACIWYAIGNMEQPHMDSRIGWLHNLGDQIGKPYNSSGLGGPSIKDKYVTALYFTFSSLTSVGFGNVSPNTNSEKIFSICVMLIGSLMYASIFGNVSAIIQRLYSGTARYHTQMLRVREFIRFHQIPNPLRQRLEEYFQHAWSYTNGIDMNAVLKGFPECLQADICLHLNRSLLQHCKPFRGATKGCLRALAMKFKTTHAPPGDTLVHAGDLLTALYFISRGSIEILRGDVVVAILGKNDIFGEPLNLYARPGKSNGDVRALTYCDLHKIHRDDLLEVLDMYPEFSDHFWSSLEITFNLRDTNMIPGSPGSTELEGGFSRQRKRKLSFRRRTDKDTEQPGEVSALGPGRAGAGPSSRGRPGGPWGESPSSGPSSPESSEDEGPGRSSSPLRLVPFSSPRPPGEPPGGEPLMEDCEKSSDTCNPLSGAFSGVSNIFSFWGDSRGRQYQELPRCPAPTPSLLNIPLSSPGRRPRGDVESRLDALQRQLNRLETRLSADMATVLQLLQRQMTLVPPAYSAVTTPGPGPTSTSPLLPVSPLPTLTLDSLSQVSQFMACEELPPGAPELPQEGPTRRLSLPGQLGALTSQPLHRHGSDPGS
#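 U2OS cells transduced with wild-type KCNH2 virus are loaded with FluxOr dye for 45 min, and thallium flux is measured in kinetic reads before and after stimulation buffer. Rate constants are normalized to DMSO controls.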
# AT treatment: potential ataxia-telangiectasia treatment; […] A-T fibroblasts, KAP-1 phosphorylation AlphaLISA; neocarzinostatin DNA damage 30 min before lysis; Potency, µM (top dose mostly 57.5 µM), without a hit: at the top dose activation, most hits filed as activators; hit rate 0.19% among 320,000; AID 485349; note: potency is the fitted concentration of half-maximal effect; % of control where 0% means no effect; nearly all actives have a fitted effect of over 45% in size
#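 ATM-like activity read as KAP-1 phosphorylation via AlphaLISA donor/acceptor antibody pairs after lysis and 6 hr at 25C. Cells were ATM-null patient fibroblasts ([…], hTERT), dosed 60 min, then exposed to the DSB inducer NCS for 30 min.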
# Mito fusion yeast: inhibitors of mitochondrial division or activators of mitochondrial fusion | hit rate 0.23% among 320,000 | S. cerevisiae fusion-defective mutant growth rescue, CellTiterGlo 48 h | Potency, µM (top dose mostly 46.1 µM), for the others: top-dose growth rescue (activation), most hits filed as activators;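 note: potency is the fitted concentration of half-maximal effect; % of control where 0% means no effect; nearly all actives have a fitted effect of over 45% in size; temperature-sensitive fusion mutants such as fzo1-1 at 37 °C on non-fermentable ethanol glycerol medium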
#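 Compounds are tested for their ability to restore growth of mitochondrial fusion-defective yeast strains at non-permissive 37C in YPEG medium over 48 hours. Viability is quantified by luciferase luminescence.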
# TCR activator: T cell receptor activation; 330,000 tested, under 10 active; AID 504894; primary human leukocytes, anti-CD3, IL-2 HTRF, 48 h; Potency, µM (titrated, usually from 9.22 µM), inactives show at the top dose activation of IL-2 secretion, most hits filed as activators; note: % of control where 0% means no effect
#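 Primary human leukocytes incubated 48 hr with anti-CD3 beads plus compound, without co-stimulation. Secreted IL-2 measured by HTRF (europium cryptate/d2 anti-IL-2 pair, 320 nm excitation, 665 nm emission).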
# * = called active by the depositor; ? = inconclusive; nt = no result given; [ ] = another dose, or the depositor's remark. Unless noted, calls come from the whole dose curve; as a rule, active = well fitted curve in the direction sought with a large enough effect; inconclusive = small, poorly fitted or top-dose-only effect, or another doubt; inactive = no such curve, though single readings can be large; an effect the other way counts as inactive or inconclusive. Not all compounds are listed. The share of hits here may be higher or lower than overall.
No.	canonical_smiles	ELG1 DNA repair	Eya2 inh	TRPV1 agonist	KCNH2 3.1 inh	USP2a inh	TSHR antag	hERG WT inh	AT treatment	Mito fusion yeast	TCR activator
1	Cc1ccc(OCCCC(=O)ON=C(N)c2ccccc2C)cc1	11%	-3%	1	6	0%	-6	-19	7%	7%	3%
2	COc1cc(OC)c2c(-c3cccc(-c4ccc(O)cc4)c3)cc(=O)oc2c1	?	4%	nt	-6	-10%	23	-4	16%	nt	-3%[46.1 µM]
3	CC(C)(C)c1cc(Cc2ccccc2)[nH]n1	8%	-12%	0	-5	2%	-9	0	-5%	-2%	nt
4	C=C(C)COc1ccc2oc(C)c(C(=O)OCCOC)c2c1	11%	4%[15.4 µM]	19	-5	0%	5	3	0%	8%	3%
5	O=C(CNCc1ccc(F)cc1)Nc1ccccc1[N+](=O)[O-]	14%	-3%	5	5	4%	-4	8	-3%	12%	8%
6	CC1CCN(c2c([N+](=O)[O-])nn(-c3ccc4c(c3)OCCO4)[n+]2[O-])CC1	?	11%	4	-2	1%	17	5	-8%	?	nt
7	O=C(Nc1cc(C(F)(F)F)ccc1Cl)c1ccncc1	-2%	1%	20	7	-3%	8	5	1%	-1%	nt
8	CC(C)(C)OC(=O)N1CCC(C(=O)Nc2cccc(C(=O)N3CCOCC3)c2)CC1	-4%	-18%	nt	-5	3%	-7	-22	-1%	nt	-3%

# Single records (already shown). Order of values: ELG1 DNA repair, Eya2 inh, TRPV1 agonist, KCNH2 3.1 inh, USP2a inh, TSHR antag, hERG WT inh, AT treatment, Mito fusion yeast, TCR activator
# Listed for C=C(C)COc1ccc2oc(C)c(C(=O)OCCOC)c2c1 : 11%, 4%[15.4 µM], 19, -5, 0%, 5, 3, 0%, 8%, 3%
# Listed for CC(C)(C)OC(=O)N1CCC(C(=O)Nc2cccc(C(=O)N3CCOCC3)c2)CC1 : -4%, -18%, nt, -5, 3%, -7, -22, -1%, nt, -3%
# Listed for O=C(Nc1cc(C(F)(F)F)ccc1Cl)c1ccncc1 : -2%, 1%, 20, 7, -3%, 8, 5, 1%, -1%, nt
# Listed for CC1CCN(c2c([N+](=O)[O-])nn(-c3ccc4c(c3)OCCO4)[n+]2[O-])CC1 : ?, 11%, 4, -2, 1%, 17, 5, -8%, ?, nt

# The results go on:
No.	canonical_smiles	ELG1 DNA repair	Eya2 inh	TRPV1 agonist	KCNH2 3.1 inh	USP2a inh	TSHR antag	hERG WT inh	AT treatment	Mito fusion yeast	TCR activator
9	CC(=O)Nc1ccccc1NS(=O)(=O)c1ccc(Cl)cc1	?	8%	-6	-9	-3%	-15	4	nt	2%	5%
10	O=C(CCCC(=O)OCC(Cl)=C(Cl)Cl)Nc1cccc2ccccc12	17%	-2%	3	-17	0%	-4	0	4%	8%	3%[46.1 µM]
11	CC1(C)Cc2c(sc3nc(SCC(=O)O)[nH]c(=O)c23)CO1	0%	-4%	0	-8	4%	-3	-2	4%	-2%	12%
12	O=C(CCC(=O)N1CCN(c2ccc(O)cc2)CC1)c1ccc(Br)cc1	?	5%	9	nt	1%	7	nt	-2%	-1%	nt
13	Cc1ccc(NC(=O)/C(=C/c2cccs2)NC(=O)c2ccco2)c(C)c1	5%	-1%	-1	-10	1%	28	13	0%	2%	2%[46.1 µM]
14	CC12CCC(C(=O)Nc3ccccc3)(C/C1=N\O)C2(C)C (centres undefined)	5%	-15%	7	18	0%	-3	5	-5%	0%	1%
15	COc1ccc(NC(=O)Cc2cccs2)c(OC)c1	?	16%	?	-2	1%	-9	5	12%	-4%	0%
16	CC(=O)c1cc2c(cc1NC(=O)CSc1nc3ccccc3[nH]1)OCO2	?	-3%	1	nt	1%	-3	nt	5%	0%	-18%[46.1 µM]

# Structural class: the entries above containing sulfur
No.	canonical_smiles	ELG1 DNA repair	Eya2 inh	TRPV1 agonist	KCNH2 3.1 inh	USP2a inh	TSHR antag	hERG WT inh	AT treatment	Mito fusion yeast	TCR activator
9	CC(=O)Nc1ccccc1NS(=O)(=O)c1ccc(Cl)cc1	?	8%	-6	-9	-3%	-15	4	nt	2%	5%
11	CC1(C)Cc2c(sc3nc(SCC(=O)O)[nH]c(=O)c23)CO1	0%	-4%	0	-8	4%	-3	-2	4%	-2%	12%
13	Cc1ccc(NC(=O)/C(=C/c2cccs2)NC(=O)c2ccco2)c(C)c1	5%	-1%	-1	-10	1%	28	13	0%	2%	2%[46.1 µM]
15	COc1ccc(NC(=O)Cc2cccs2)c(OC)c1	?	16%	?	-2	1%	-9	5	12%	-4%	0%
16	CC(=O)c1cc2c(cc1NC(=O)CSc1nc3ccccc3[nH]1)OCO2	?	-3%	1	nt	1%	-3	nt	5%	0%	-18%[46.1 µM]

# Other compounds
No.	canonical_smiles	ELG1 DNA repair	Eya2 inh	TRPV1 agonist	KCNH2 3.1 inh	USP2a inh	TSHR antag	hERG WT inh	AT treatment	Mito fusion yeast	TCR activator
17	Cc1ccsc1C(=O)N/N=C/c1ccc([N+](=O)[O-])cc1	?	1%	16	4	-1%	9	-2	2%	1%	-2%[46.1 µM]
18	CC1(C)NC(=O)N(CC(=O)N2CCN(S(=O)(=O)c3ccccc3F)CC2)C1=O	13%	6%	1	9	2%	1	5	-2%	-3%	-1%
19	CCOCC(=O)Nc1ccc(S(=O)(=O)NCCc2ccccc2)cc1	nt	nt	-1	-3	nt	nt	-24	nt	-5%	1%
20	O=[N+]([O-])c1ccc(N2CCN(C(=S)Nc3ccc(F)cc3)CC2)cc1	?	-2%	14	-28	3%	-11	-14	-9%	-8%	-17%
21	CC(=O)ONC(=Nc1ccccc1)c1nonc1N	?	14%	1	-5	0%	3	3	12%	-3%	0%
22	CC/C(=C/c1sc2ccc(C)cc2[n+]1CCO)SC	2%	5%	-3	12	1%	-8	-22	1%	8%	nt
23	O=C(CCc1nnc(CCCCc2ccccc2)o1)N1CCN(CCO)CC1	15%	2%	1	6	-1%	-1	0	-9%	0%	-6%
24	O=C(NCC1c2ccccc2CCN1C(=O)CN1CCOCC1)C1CCCCC1 (centres undefined)	20%	-13%	0	4	-2%	-11	3	4%	2%	3%
25	Cc1ccc(NC(=S)N2CCC(c3ccccc3)C2)c(Cl)c1 (centres undefined)	?	-15%	10	-20	-3%	-1	18	4%	-1%	2%
26	Cn1c2c(c(=O)n(C)c1=O)CN(CCCN1CCOCC1)CN2	2%	10%	-7	3	0%	12	-1	-5%	-2%	1%
27	Cn1c(SCC(=O)N2CCCc3ccccc32)nc2cccnc21	?	9%	1	9	-1%	-8	1	1%	6%	-3%[46.1 µM]
28	O=C(CSc1ncn[nH]1)N1CCN(S(=O)(=O)c2ccc(Cl)cc2)CC1	14%	8%	1	0	7%	2	11	8%	0%	0%
29	CCC(=O)N(CCO)Cc1cc2ccc(C)c(C)c2[nH]c1=O	0%	19%	-7	-9	0%	37	1	12%	-4%	0%
30	CCNC(=O)CC1C(=O)N(c2ccc(OC)cc2)C(=S)N1CCc1ccncc1 (centres undefined)	?	5%	-1	nt	2%	2	nt	-3%	-7%	nt
31	CC(C(=O)NCC1CCCO1)N(C(=O)c1snc(C(N)=O)c1N)c1cccc(F)c1 (centres undefined)	-3%	-7%	0	-14	-1%	1	-20	5%	0%	-2%
32	COc1ccc(Nc2nc(Nc3ccc(OC)cc3OC)nc(N3CCN(C)CC3)n2)c(OC)c1	?	-13%	15	-15	8%	5	7	-1%	20%	-7%[46.1 µM]
33	COc1ccc(C(=O)N2CCN(c3ccc(NC(=O)c4ccco4)cc3)CC2)cc1	20%	8%	-2	-21	-1%	-12	3	1%	2%	-109%
34	COCCNc1nc2nonc2nc1NC(C)c1ccccc1Cl (centres undefined)	24%	-5%	3	1	0%	-2	-8	2%	4%	-4%
35	Cc1ccc(C(=O)OCn2ncc(Cl)c(Cl)c2=O)cc1	7.3µM*	-13%	-3	-10	-2%	-40	-1	5%	-23%	-2%
36	COc1cc(/C=C2/NC(=O)N(Cc3ccccc3F)C2=O)ccc1Oc1ccc([N+](=O)[O-])cn1	?	13%	23	4	3%	-4	4	1%	-1%	-23%[46.1 µM]
37	CCCN(CC(=O)Nc1ccccc1OC)C(=O)c1cc(-c2ccccc2)nn1-c1ccccc1	21µM*	7%	20	-8	-9%	-6	0	0%	21%	1%
38	CC(=O)N(c1ccc2oc(=O)sc2c1)S(=O)(=O)c1cccc2cccnc12	-3%	-8%	0	-3	0%	-8	0	2%	-7%	-2%
39	CC(C)(C)N(Cc1ccccc1)C(=O)CSc1ncn[nH]1	0%	3%	-2	25	0%	6	-21	-5%	32µM*	-2%
40	O=C(Nc1ccc(O)cc1)c1ccc2c(c1)C(=O)N(Cc1ccco1)C2=O	-24%	-2%	?	6	-1%	2	42	5%	-3%	-2%[46.1 µM]
